Xi reactivation – reactivates the inactive X chromosome in mouse fibroblasts; XiGFP mouse fibroblasts, % GFP-positive cells imaging, 3 d; cells co-treated with 5-aza-dC sensitizer; scaled so ellipticine positive control = 100%; activation, % at 7.58 µM; 0.055% of 360,000 active;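 active means mean normalized replicate activation at least 10% and every replicate at or above 10%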;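 further: 0% = median of on-plate neutral control wells and 100% = ellipticine 6 µM median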
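Schedule: 3 d treatment, 15 min room-temperature fixation; system: 68-5-11 XiGFP fibroblast line; buffer or medium: DMEM plus 5-aza-dC sensitizer; control set: ellipticine 6 µM positive control; compound: one concentration, pinned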
INS-1E GSIS act – GLuc luminescence reporter in INS-1E cells, primary screen for activators of glucose-dependent secretion of insulin | INS-1E GLuc reporter insulin secretion, 2-3 h | activation, % at 16.6 µM | 0.61% of 370,000 active | AID 743287;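 active means lowest replicate activation of at least 40%, so every replicate reaches that level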;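 further: 0% = median of neutral control wells and 100% = median of IBMX positive control wells; some compounds called inactive have numbers as strong as hits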
RAD52 anneal inh – RAD52 (human) annealing inhibition; 0.46% of 360,000 active; inhibition, % at 18.7 µM; AID 651710; recombinant RAD52 DNA annealing, FRET fluorescence; P43351;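 active means every replicate showing at least 50% inhibition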
Target sequence (P43351 whole entry, looked up): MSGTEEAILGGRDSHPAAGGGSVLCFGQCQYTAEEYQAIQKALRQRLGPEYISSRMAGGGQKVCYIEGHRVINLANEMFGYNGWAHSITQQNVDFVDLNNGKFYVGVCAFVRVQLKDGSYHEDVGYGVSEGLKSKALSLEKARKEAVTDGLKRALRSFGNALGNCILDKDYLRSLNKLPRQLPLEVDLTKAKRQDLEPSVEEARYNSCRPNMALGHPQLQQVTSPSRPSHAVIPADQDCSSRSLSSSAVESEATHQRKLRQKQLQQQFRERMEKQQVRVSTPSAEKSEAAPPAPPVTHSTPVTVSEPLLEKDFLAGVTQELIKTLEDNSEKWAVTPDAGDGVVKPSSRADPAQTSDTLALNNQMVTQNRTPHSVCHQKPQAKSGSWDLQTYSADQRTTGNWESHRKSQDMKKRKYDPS
ARNT TACC3 PPI – disruptors of human ARNT/TACC3 interaction | Q9Y6A5 | AlphaScreen His-ARNT PAS-B/GST-TACC3 binding, luminescence; TACC3 fragment carries E629A point mutation | inhibition, % at 9.99 µM | 0.66% of 390,000 active | AID 623870;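 active means mean inhibition of replicates at least 50% and at least half of replicates each reaching 50%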;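 further: 0% = complete ARNT plus TACC3 wells and 100% = ARNT alone without TACC3; many hits fall short of the cut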
RAD54 inh – inhibitors of human RAD54 branch migration. Q92698. RAD54 Holliday junction branch migration, FAM/BHQ fluorescence. inhibition, % at 10.4 µM. 0.14% of 360,000 active;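 active means mean normalized replicate activity at least 40 and at least half of replicates scoring 40 or more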;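 further: 0% = median of neutral control wells and 100% = median of positive control wells; inhibitors cause a drop in the FAM fluorescence signal; in these data hits start at about 50%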
ERAP1 inh – blocks human ERAP1 aminopeptidase activity | AID 652197 | recombinant ERAP1, Leu-AMC fluorescence, 60 min | inhibition, % at 10.7 µM | Q9NZ08 | 0.15% of 340,000 active;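 active means mean replicate inhibition of at least 30%, or all replicates individually reaching that 30% level; inactive means mean below 30% and not every replicate reaching it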;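 further: 0% = neutral control wells and 100% = L-leucinethiol positive control wells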
esBAF inh – blocks esBAF chromatin remodeling in mouse ES cells. Bmi1-luciferase knock-in reporter, 24 h; 100% = twice the neutral-well signal. reporter increase, % at 12.5 µM. 2% of 350,000 active. AID 602393; in the data active means activation above about 40%;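 further: 0% = median of the plate's neutral control wells and 100% = double that signal; a rise in the Bmi1 reporter signal indicates esBAF inhibition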
F508del corr – correctors of CFTR F508del function in bronchial epithelial cells; activity (quench increase), % at 7.58 µM; AID 720511; CFBE cells, YFP halide quenching; stimulated with forskolin plus potentiator P3; % fluorescence drop versus neutral controls; 0.36% of 350,000 active;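 active means mean added fluorescence quench of at least 8% versus neutral control, with both replicates also reaching 8%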;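 further: cells transiently co-express mutant CFTR-F508del with the halide-sensitive YFP; corrector assay measuring rescue of mutant channel to the surface after 24 h compound exposure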
* marks the source's active call; other numbers are inactive results; nt = no result given; & = joins results of further samples. Random draw from the library (roughly 3.3% active in at least one column).

SMILES	Xi reactivation	INS-1E GSIS act	RAD52 anneal inh	ARNT TACC3 PPI	RAD54 inh	ERAP1 inh	esBAF inh	F508del corr
O=C(c1[nH]c(C(F)(F)F)nc1-c1ccccc1)N1CCN(c2ccncc2)CC1	0.1	-9	-11	nt	4	2	-6	-7.5
Nc1nnc(-c2ccccc2F)s1	0.0	3	-6	nt	nt	0	nt	-2.9
COC(=O)C1=C(C)N(Cc2ccc(Cl)cc2)C(=S)NC1c1ccc(Cl)cc1 (stereo not given)	0.4	4	-13	nt	nt	4	nt	5.1
O=C(CCc1ccccc1Cl)N1CCN(S(=O)(=O)c2ccccc2)CC1	0.0	4	4	-12	1	3	0	-0.1
Cc1cc(CN(C)C(=O)c2cc(COc3ccc(C)c(C)c3)on2)n[nH]1	0.1	-2	-17	2	4	2	14	0.2
Cc1onc(C(=O)NCc2ccc(F)cc2)c1[N+](=O)[O-]	0.0	4	-13	3	nt	-1	nt	-1.4
C[C@@H]1CN([C@H](C)CO)C(=O)CCCn2nncc2CO[C@H]1CN(C)C(=O)Nc1ccc(-c2cccs2)cc1	0.3	-6	-9	2	4	-1	6	0.4
C=CCn1c(COc2ccc(F)cc2)nnc1SCC(=O)NC1CCS(=O)(=O)C1 (stereo not given)	0.4	9	-15	nt	nt	5	-5	1.5
N#C/C(=C\c1ccc2c(c1)OCO2)C(N)=S	0.2	1	-7	nt	3	5	nt	-1.7
CC(OC(=O)c1cn(-c2ccccc2)nc1-c1cccnc1)C(N)=O (stereo not given)	0.4	12	-19	-3	nt	2	nt	0.6
CCOC(=O)N1CCN(C(=O)C2CCN(S(C)(=O)=O)CC2)CC1	nt	3	5	-3	-10	6	-2	-4.3
CCN(CC)S(=O)(=O)c1ccc2c(c1)c(=O)c(C(=O)NCc1ccco1)cn2C	0.0	7	-19	2	nt	4	nt	-0.5

Compound profiles, as listed above. Order of screens: Xi reactivation, INS-1E GSIS act, RAD52 anneal inh, ARNT TACC3 PPI, RAD54 inh, ERAP1 inh, esBAF inh, F508del corr
N#C/C(=C\c1ccc2c(c1)OCO2)C(N)=S in the list: 0.2, 1, -7, nt, 3, 5, nt, -1.7
C[C@@H]1CN([C@H](C)CO)C(=O)CCCn2nncc2CO[C@H]1CN(C)C(=O)Nc1ccc(-c2cccs2)cc1 in the list: 0.3, -6, -9, 2, 4, -1, 6, 0.4
O=C(CCc1ccccc1Cl)N1CCN(S(=O)(=O)c2ccccc2)CC1 in the list: 0.0, 4, 4, -12, 1, 3, 0, -0.1
Nc1nnc(-c2ccccc2F)s1 in the list: 0.0, 3, -6, nt, nt, 0, nt, -2.9

Carrying on.
SMILES	Xi reactivation	INS-1E GSIS act	RAD52 anneal inh	ARNT TACC3 PPI	RAD54 inh	ERAP1 inh	esBAF inh	F508del corr
CC(C)OCCCNC(=S)Nc1ccc2nc3n(c(=O)c2c1)CCCCC3	0.0	10	-18	1	nt	-3	nt	-1.8
CN(C)C(CNc1ccc(S(C)(=O)=O)cc1[N+](=O)[O-])Cc1ccccc1 (stereo not given)	0.0	2	-7	nt	-5	3	-4	2.5
C[C@H]1CN([C@@H](C)CO)C(=O)c2cc(NC(=O)Cn3cnnn3)ccc2O[C@@H]1CN(C)Cc1ccc(C(=O)O)cc1	0.3	-5	-1	-4	5	-1	2	1.8
COC(=O)c1c(SCc2ccc(C#N)cc2)nc(=O)[nH]c1C	0.0	1	-88	-2	nt	1	-4	-1.5
O=S(=O)(CCN1C=CC(C(F)(F)F)=NCC1)c1ccc(Cl)cc1Cl	0.0	6	-43	-5	-5	nt	-6	0.0
COc1cc(NC(=O)CN2C(=O)COc3ccc(S(=O)(=O)N4CCOCC4)cc32)cc(OC)c1	0.0	-29	-12	2	-11	1	-2	0.7
Cc1noc(C)c1NC(=O)Nc1cccc2c1O[C@H](CN(C)S(=O)(=O)c1cn(C)cn1)[C@H](C)CN([C@H](C)CO)C2=O	nt	nt	-1	10	6	2	-11	0.9
CO[C@@H]1CN(C)C(=O)c2ccc(NC(C)=O)cc2OC[C@@H](C)N(S(=O)(=O)c2cn(C)cn2)C[C@@H]1C	-0.1	2	-2	-2	3	0	-4	1.0
CCN(CC)C(=O)Cn1cc(S(=O)(=O)Cc2cccc([N+](=O)[O-])c2)c2ccccc21	0.1	-7	-11	4	7	2	-3	-0.2
C[C@H](CO)N1C[C@H](C)[C@H](CN(C)C(=O)Nc2cc(F)ccc2F)Oc2ncc(C#CCN(C)C)cc2C1=O	-1.2	19	-18	3	-13	4	-4	-2.6
Cc1ccc(S(=O)(=O)Nc2nc(C)cc(-n3nc(C)cc3C)n2)cc1	nt	27	-8	-3	-7	-2	7	nt
O=C(Cc1cccs1)N1CCC(c2nc3c(nnn3Cc3ccccc3)c(=O)[nH]2)CC1	nt	15	nt	3	17	nt	-6	nt

5 entries drawn at random from the list so far:
SMILES	Xi reactivation	INS-1E GSIS act	RAD52 anneal inh	ARNT TACC3 PPI	RAD54 inh	ERAP1 inh	esBAF inh	F508del corr
CCN(CC)C(=O)Cn1cc(S(=O)(=O)Cc2cccc([N+](=O)[O-])c2)c2ccccc21	0.1	-7	-11	4	7	2	-3	-0.2
CN(C)C(CNc1ccc(S(C)(=O)=O)cc1[N+](=O)[O-])Cc1ccccc1 (stereo not given)	0.0	2	-7	nt	-5	3	-4	2.5
Cc1ccc(S(=O)(=O)Nc2nc(C)cc(-n3nc(C)cc3C)n2)cc1	nt	27	-8	-3	-7	-2	7	nt
O=C(Cc1cccs1)N1CCC(c2nc3c(nnn3Cc3ccccc3)c(=O)[nH]2)CC1	nt	15	nt	3	17	nt	-6	nt
COC(=O)c1c(SCc2ccc(C#N)cc2)nc(=O)[nH]c1C	0.0	1	-88	-2	nt	1	-4	-1.5

Other entries
SMILES	Xi reactivation	INS-1E GSIS act	RAD52 anneal inh	ARNT TACC3 PPI	RAD54 inh	ERAP1 inh	esBAF inh	F508del corr
COc1ccc(CCNC(=O)CSc2nc3ccsc3c(=O)n2CC2CCC(C(=O)O)CC2)cc1OC (stereo not given)	0.1	-3	-11	1	-14	-4	-6	-0.5
CC(=O)N[C@@H]1CC[C@H](CC(=O)NCC2CCCCC2)O[C@H]1CO	0.1	-2	3	-44	-2	-7	-2	-1.9
CCOC(=O)C1CCN(c2nc3ccccc3n2CC(=O)c2ccccc2)CC1	-0.2	-2	0	2	nt	2	nt	0.1
O=C(Cc1cccnc1)N[C@@H]1CC[C@@H](CCn2cc(Cc3ccccc3)nn2)O[C@@H]1CO	0.0	-1	1	-2	2	-2	-3	-2.0
O=C(Nc1ccc(F)cc1)N1CC(=O)N2[C@H](CO)[C@H](c3ccc(C#CC4CC4)cc3)[C@H]2C1	0.0	-22	0	nt	nt	-1	nt	-1.1
C[C@H](O)C#Cc1ccc([C@H]2[C@H]3CN(S(=O)(=O)c4ccccc4)CCCCN3[C@H]2CO)cc1	0.1	-7	-59	-3	3	-1	nt	2.0
COC(=O)C(Cc1ccccc1)OS(N)(=O)=O (stereo not given)	0.6	8	-8	-32	2	1	-1	1.8
Cc1cc(C)c2c(CN(C)Cc3ccccc3)cc(=O)oc2c1	0.0	18	-11	nt	1	0	63*	-0.3
CC(=O)NC1C(=O)N(Cc2ccccc2)c2ccc(Br)cc21 (stereo not given)	-0.1	8	-7	6	nt	-4	nt	-1.7
CCC1CCCCN1C(=O)COC(=O)CN(C)S(=O)(=O)c1ccc(NC(C)=O)cc1 (stereo not given)	0.1	5	7	nt	nt	-1	nt	2.3
COc1ccc2[nH]c(=O)c(CN(CCc3ccccc3)Cc3nnnn3CC3CCCO3)cc2c1 (stereo not given)	nt	-10	nt	4	-15	nt	-1	nt
CCC(=O)NNc1ncnc2c1cnn2-c1ccccc1	0.3	-8	-30	-6	-24	-3	3	1.0
Cc1cccc(NC(=O)C(C)SCc2ccccc2)c1 (stereo not given)	0.0	-15	-9	-4	5	-1	5	-2.0
CC(=O)c1cccc(Nc2ccc(C#N)cc2)c1	-0.1	-2	3	nt	1	-1	9	-3.3
C[C@@H]1CN([C@@H](C)CO)C(=O)c2cc(NC(=O)Nc3cccc4ccccc34)ccc2O[C@@H](C)CCCCO[C@H]1CN(C)Cc1ccc(Cl)c(Cl)c1	-0.8	6	-8	-12	1	0	-4	2.0
CCCCn1c(N)c(N(CC)C(=O)c2ccc([N+](=O)[O-])c(C)c2)c(=O)[nH]c1=O	0.3	13	-1	nt	-4	3	5	-2.9
Cc1nc([N+](=O)[O-])c(C(=O)OCc2ccc(C#N)cc2)n1C	0.1	4	-16	-1	nt	0	nt	1.7
CN(C)Cc1c(C(=O)N/N=C/c2ccc(OCc3ccc(F)cc3)cc2)nnn1-c1nonc1N	0.0	2	-15	8	-8	-1	-5	1.8
C[C@H]1CN([C@@H](C)CO)S(=O)(=O)c2ccc(C#CC3(O)CCCC3)cc2O[C@@H]1CN(C)C(=O)Cc1cccnc1	-0.6	3&5	-13&6&10	-2&0	-2&0&-5	-5&0&0	-1&3&2	-2.0
COc1ccc(-c2cc(C(=O)c3c(N)n(C)c(=O)n(C)c3=O)c3ccccc3n2)cc1	0.0	-17	-24	-7	nt	-2	nt	-0.9
CCCCC(=O)NC(c1ccc(N(CC)CC)cc1)c1ccc2cccnc2c1O (stereo not given)	0.0	nt	-5	37	3	-3	-23	6.9
CO[C@@H]1CN(C)C(=O)c2cc(NS(C)(=O)=O)ccc2OC[C@H](C)N(CC2CCOCC2)C[C@H]1C	0.0	17	nt	nt	nt	nt	1	-2.3
COc1ccc(OCc2n[nH]c(=S)n2Cc2ccco2)cc1	0.0	6	-17	4	nt	1	nt	-2.5
Cc1nc(SCC(=O)c2ccccc2)[nH]c(=O)c1Oc1ccc(Cl)cc1	0.2	7	-4	3	nt	4	nt	-0.9
C[C@@H]1CN([C@@H](C)CO)S(=O)(=O)c2ccc(C#CC3CCCCC3)cc2O[C@@H]1CN(C)C(=O)Cc1ccncc1	0.6	-7	-55	5	-4	2	9	1.0
O=C(NCCNC(=O)c1ccccn1)c1ccc(-c2ccccc2)cc1	0.2	-4	-16	-2	-8	2	1	0.7
CN(CC(=O)NCC1CCCO1)S(=O)(=O)c1ccc(Br)cc1 (stereo not given)	0.4	3	0	-1	-1	4	-5	-1.0
O=C1CCCc2cc3c(cc21)CCCC3	0.1	nt	0	1	0	1	16	-2.3
CC(OC(=O)CN1C(=O)c2ccccc2C1=O)C(=O)N(C)c1ccccc1 (stereo not given)	0.0	1	1	-2	nt	1	nt	-2.7
C/C=C/c1cnc2c(c1)C(=O)N([C@H](C)CO)C[C@H](C)[C@H](CN(C)C(=O)c1cccnc1)O2	-0.3	3	11	2	-6	4	-15	1.4
CCCC(=O)Nc1ccc2c(c1)C(=O)N(CCC(=O)O)C2=O	nt	-1	nt	-5	-2	nt	1	nt
CN(C(=O)OC(C)(C)C)c1ccc(-c2nc3ccccc3s2)cc1	0.0	-6	-18	-4	9	-5	-80	5.4

Source: PubChem BioAssay (Broad Institute)
